EBV gp42 block: blocks Epstein-Barr virus glycoprotein 42 binding; Q1HVG2; Fluorescence polarization binding assay, mP read-out; inhibition, % (tested at 21.74 µM); hit rate 0.42% among 220,000; in the data active = inhibition above about 50%
Target sequence (Q1HVG2 whole entry, looked up): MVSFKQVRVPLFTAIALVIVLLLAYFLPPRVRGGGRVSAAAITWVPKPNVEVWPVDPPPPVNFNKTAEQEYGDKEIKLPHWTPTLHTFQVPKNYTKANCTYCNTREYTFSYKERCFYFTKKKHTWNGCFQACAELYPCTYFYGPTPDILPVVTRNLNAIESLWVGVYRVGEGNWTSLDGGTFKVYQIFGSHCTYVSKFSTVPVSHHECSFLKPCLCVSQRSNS
Runt-SMMHC FRET: blocks binding of human RUNX1 Runt domain to CBFb-SMMHC; hit rate 0.74% among 220,000; AID 1434; inhibition, % at 20 µM; Cerulean-Runt/Venus-CBFb-SMMHC FRET ratio 530/480, 1 h; Q01196+Q13951;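 active = mean inhibition across duplicate retests at 20 µM reaching about 50%, limit read from the data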;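 also: 0% = DMSO wells and 100% = wells with excess untagged CBFb-SMMHC; inhibitors lower the FRET ratio by blocking Runt binding to CBFb-SMMHC; some results filed as inactive read as strong as hits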
RBBP9 inh: blocks human serine hydrolase RBBP9 | O75884 | recombinant RBBP9, FP-Rh probe fluorescence polarization | inhibition, % at 7.94 µM | hit rate 0.2% among 220,000;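 active = inhibition above the campaign mean of all tested compounds plus 3 SD, cut at about 14% in these data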;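 also: plate controls were DMSO wells with RBBP9 for no effect and wells lacking RBBP9 protein for full effect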
Target sequence (O75884 whole entry, looked up): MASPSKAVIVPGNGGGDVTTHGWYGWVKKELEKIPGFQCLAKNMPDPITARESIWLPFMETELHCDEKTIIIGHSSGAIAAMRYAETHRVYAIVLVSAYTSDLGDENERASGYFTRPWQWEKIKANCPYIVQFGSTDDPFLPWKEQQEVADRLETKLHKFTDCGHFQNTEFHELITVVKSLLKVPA
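Measured by: FP readout at 525/598 nm; material: recombinant human RBBP9; also added: Serine-hydrolase probe FP-Rh, 375 nM pre-mixing; medium: Tris buffer pH 8.0, NaCl, Pluronic; replication: one well per compound; doses: one concentration, 7.94 µM nominal, 0.794% DMSO; timing: preincubation 30 min plus labeling 45 min at 25 °C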
m-calpain inh: inhibitors of pig calpain II | hit rate 0.37% among 220,000 | inhibition, % at 16 µM | purified calpain II, fluorogenic peptide substrate, 30 min;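 active = inhibition above about 50%, limit read from the data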
p97 inhibitor: blocks human p97 ATPase activity. P55072. recombinant p97 ATPase, Kinase-Glo ATP luminescence, 3 h. inhibition, % at 8 µM. hit rate 0.42% among 220,000; in the data active = inhibition above about 15%;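 also: 0% = DMSO vehicle and 100% = wells lacking enzyme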
p47phox inh: p47phox (human) inhibition; hit rate 0.53% among 220,000; p47phox/p22phox peptide binding, fluorescence polarization, 2 h; AID 1274; inhibition, % at 24.7 µM; P14598;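 active = inhibition above about 30%, limit read from the data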;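 also: 0% = p47phox with labelled peptide and 100% = labelled peptide alone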
Furin inh: human furin inhibition | P09958 | purified furin, fluorogenic substrate cleavage | inhibition, % at 30 µM | hit rate 0.061% among 220,000 | AID 463115; in the data active = inhibition above about 25%; also: inactives centre near -15
Target sequence (P09958 108-714 limits assumed): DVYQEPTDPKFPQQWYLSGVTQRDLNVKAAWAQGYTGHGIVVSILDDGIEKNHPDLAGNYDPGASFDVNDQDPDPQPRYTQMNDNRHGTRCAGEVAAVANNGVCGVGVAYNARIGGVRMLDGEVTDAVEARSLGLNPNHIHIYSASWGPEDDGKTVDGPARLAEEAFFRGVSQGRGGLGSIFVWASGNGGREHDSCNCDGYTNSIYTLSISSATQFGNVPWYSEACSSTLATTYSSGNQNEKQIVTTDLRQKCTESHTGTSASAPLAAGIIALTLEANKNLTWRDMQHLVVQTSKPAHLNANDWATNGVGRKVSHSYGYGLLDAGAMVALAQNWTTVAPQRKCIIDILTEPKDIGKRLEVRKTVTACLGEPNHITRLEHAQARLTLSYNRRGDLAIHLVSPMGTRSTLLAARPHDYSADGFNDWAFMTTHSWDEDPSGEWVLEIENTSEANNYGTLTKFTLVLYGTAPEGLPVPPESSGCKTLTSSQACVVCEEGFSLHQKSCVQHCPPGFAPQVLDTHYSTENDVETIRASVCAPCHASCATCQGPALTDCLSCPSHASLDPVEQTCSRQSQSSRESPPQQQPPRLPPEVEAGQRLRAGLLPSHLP
TbHK1 inh: T. brucei hexokinase 1 inhibition. recombinant TbHK1, G6PDH-coupled NADH A340. inhibition, % at 10 µM. hit rate 0.11% among 220,000;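 active = inhibition of 50% or more in the single-dose primary screen; inactive = inhibition below 50%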
Runt-CBFb FRET: blocks binding of human RUNX1 Runt domain to CBFb; Q01196+Q13951; Cerulean-Runt/Venus-CBFb FRET ratio 530/480, 1 h; inhibition, % at 20 µM; hit rate 0.46% among 220,000; AID 1496;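 active = inhibition over about 50% at 20 µM in the single-dose screen, limit read from the data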;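 also: 0% = DMSO wells and 100% = excess unlabeled CBFb competitor control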
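Measured by: fluorescence energy transfer, 422 nm excitation, 530/480 nm emission; test system: Cerulean-tagged RUNX1 Runt domain (FRET donor) fusion protein; buffer or medium: Tris pH 7.5 buffer with BSA; compound: one dose, 20 µM compound, 1% DMSO; times: two 1 h room-temperature incubations shielded from light; benchmarks: unlabeled CBFb 5 µM, positive control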
The depositor's hits bear a star; x = no result given; [ ] = remark or other dose.

EBV gp42 block	Runt-SMMHC FRET	RBBP9 inh	m-calpain inh	p97 inhibitor	p47phox inh	Furin inh	TbHK1 inh	Runt-CBFb FRET	molecule
-5	-2	-4	26	1	-6	-13	2	1	O=C(c1ccccc1)N1CCCC(c2nc3c(nnn3Cc3ccccc3)c(=O)[nH]2)C1 (stereo not drawn)
-1	6	-1	-21	3	-8	-31	6	-1	O=C(NC1CCS(=O)(=O)C1)C12CC3CC(CC(C3)C1)C2 (stereo not drawn)
-4	5	-1	-19	4	-8	-16	-16	1	CCOC(=O)/C=C/C(=O)N1CCc2ccccc21
-15	-7	-2	-67	2	-13	-19	-3	-9	O=C(NC12CC3CC(CC(C3)C1)C2)c1cc2nc(-c3ccco3)cc(C(F)(F)F)n2n1
4	1	-7	-9	3	-2	-29	-2	-2	N=C1C(=O)OCC1c1ccccc1NC(=O)c1ccccc1 (stereo not drawn)
-9	0	-6	-12	-1	-12	-27	-3	1	CC(=O)OC1OCCOC1NC(=S)Nc1cccc(C(F)(F)F)c1 (stereo not drawn)
-3	-1	-11	13	-2	-1	-9	2	0	CCCCOc1ccc(CSc2nncn2N)cc1
-1	0	-3	-59	1	-16	-21[20 µM]	-13	-2	COc1cccc(-c2nc(N3CCN(c4ccccc4)CC3)c3ccccc3n2)c1O
-25	-3	-13	-4	-3	-3	-16[20 µM]	-20	0	Cc1cc(C)nc(/N=C(/NC(=O)c2ccccc2)Nc2ccccc2)n1
-7	-2	-2	-14	2	-4	-34	-4	0	COc1ccccc1CC(=O)NC1CCC(C)CC1 (stereo not drawn)
-28	3	-3	-5	2	-1	-21[20 µM]	0	0	CN1CCOCCOCCN(C)C1=O
-6	0	-2	2	-26	7	-16	-11	-2	CCCc1nc2ccccc2c(=O)n1/N=C/c1c(C)[nH]n(-c2ccc(C)cc2)c1=O
-12	-1	x	-9	x	-12	-24	-8	-1	Cc1nc(-c2ccc(Cl)cc2)sc1C1(C)CC(c2cccc([N+](=O)[O-])c2)=NO1 (stereo not drawn)
-9	2	x	-41	x	15	-79	-1	1	CCCCCc1cc(=O)oc2c(C(CCN3CCCC3)c3ccc(N(C)C)cc3)c(OC)cc(OC)c12 (stereo not drawn)
-13	-11	-1	-155	2	7	-21	-13	-5	CCOC(=O)c1ccc(N/C=C\C(=O)c2cccc(OC)c2)cc1
x	3	-3	x	-1	x	-28	-3	1	O=C1CCC(C(=O)Nc2cccc(C(F)(F)F)c2)N1 (stereo not drawn)
-8	0	-8	-21	-2	-21	-23	-6	4	O=C1CC(c2ccccc2)C(C(=O)O)N1 (stereo not drawn)
-3	-5	-5	18	-1	-7	-27[20 µM]	3	-2	COc1ccc(-c2nnc(SCC(=O)Nc3ccc(Cl)cc3)n2C)cc1
-13	-8	3	-3	2	-16	-14	-10	0	CCOC(=O)N[C@H](Cc1c[nH]c2ccccc12)C(=O)NC1CC1
4	-3	3	10	2	2	11	-28	1	Nc1ccc(-c2cc(-c3ccc(N)cc3)nc(-c3ccccc3)n2)cc1
-9	2	2	-72	3	-8	-21	6	0	O=c1nc2n(c3c1oc1ccccc13)Cc1ccccc1-2
-10	-6	-4	8	1	-2	-16[20 µM]	3	0	Cc1cnn(C(=S)NCCc2ccccc2)c1
-10	12	-22	-107	7	-47	-22[20 µM]	-1	23	Cc1cc(C)cc(NS(=O)(=O)c2ccc3[nH]cc(C(=O)NCc4ccco4)c(=O)c3c2)c1
-8	2	-8	-21	1	-1	-23[20 µM]	-4	1	CNC(=S)Nc1cccc2[nH]ncc12
-11	-13	-9	-47	-1	-27	-6[20 µM]	-11	-1	Cc1ccc(S(=O)(=O)N2CN(Cc3ccco3)c3nc4ccccc4nc32)cc1C
-6	-5	-9	8	-4	7	-19[20 µM]	2	-1	Cc1ccc2c(n1)CC(C)(C)C/C2=N\O
-28	3	0	-17	3	-9	-12[20 µM]	-2	0	Cc1ccc(-n2c(Cc3cccn3C)nnc2SCC(=O)NCc2ccc3c(c2)OCO3)cc1
-6	5	-12	-8	1	-8	-20	2	3	COc1cccc(OCc2nnc(SCC(=O)N3c4ccccc4Sc4ccc(Cl)cc43)o2)c1
-8	-4	x	13	x	-10	-17	-9	-7	CC(C)(C)OC(=O)NCCCC[C@H](NC(=O)c1[nH]cnc1C(=O)N[C@@H](Cc1ccccc1)C(=O)OC(C)(C)C)C(=O)OC(C)(C)C
-3	-2	1	2	5	-4	-16	-11	-1	O=C(O)CS/C(=C\c1ccc(F)cc1)c1nc2ccccc2s1
-13	-1	-2	-36	0	-16	-20[20 µM]	-8	2	Cc1c(NC(=O)c2cnn3c2NC(c2ccccc2)CC3C(F)(F)F)c(=O)n(-c2ccccc2)n1C (stereo not drawn)
-12	0	-8	15	-2	-5	-2	-8	-3	CCOC(=O)c1ccc(N2CCCCC2)c(NS(=O)(=O)c2cccc(C(F)(F)F)c2)c1
-12	-5	3	0	7	-6	-37	-49	-1	COc1ccc2nc(/C=N/NC(=O)[C@@H]3CCCN3C(=O)OC(C)(C)C)ccc2c1
-10	-4	-9	10	7	2	-1	22	0	O=[N+]([O-])c1ccc(Nc2ccccc2)nc1
-11	-7	-6	-18	-2	5	-4[20 µM]	-1	-2	CC(=O)Nc1cc(C(F)(F)F)ccc1Oc1cccc(Br)c1
-9	-5	2	43	5	3	-17	-2	-1	O=C(Cn1nnc(N2CCCC2)n1)N/N=C/c1ccc(Cl)cc1
-9	0	0	5	-1	-6	-20[20 µM]	-4	0	CCOc1c(Cl)cc(C2NC(=O)NC(C)=C2C(=O)NCc2ccccc2)cc1OC (stereo not drawn)
6	1	-9	26	-5	4	-13	-18	-2	CC1CCCN(CCCOc2ccc([N+](=O)[O-])cc2)C1 (stereo not drawn)
1	0	-13	-29	10	-46	-14	-17	1	COc1ccc(S(=O)(=O)N2CCOCC2)cc1NC(=O)CSc1nnc2c(n1)[nH]c1ccccc12
-6	1	-4	-14	-3	-8	-30[20 µM]	-2	-2	CCOC(=O)N1CCC(NC(=O)CSCc2nc(-c3cccc(OC)c3)oc2C)CC1
-15	98*	-5	-59	0	0	-13	-19	45	N#Cc1c2ccccc2nc2ccccc12
12	-116	17*	-31	6	15	-18[20 µM]	0	-5	O=[N+]([O-])c1c(NCCCO)cc(Sc2nc3ccccc3s2)c2nonc12
-10	3	-3	16	-4	-17	-8	-6	0	CN(C)CCCNc1nc(-c2ccccc2)nc2ccccc12
-10	3	-1	23	0	-15	-2	29	2	Cc1cccc(NC(=O)CC23CC4CC(C2)CC(n2nnc(C)n2)(C4)C3)c1
-11	4	x	7	x	2	-14	-2	-3	CC(C)c1ccc(NC(=O)C(c2ccccc2)N2CCOCC2)cc1 (stereo not drawn)
-2	-2	-3	10	1	-7	-20	6	-2	CC(C)(C)NC(=O)NC(=O)CN1CCCc2ccccc21
-9	0	-3	-25	1	4	-22	-10	-2	Cc1ccc(-n2cnnn2)cc1Cl
-19	5	3	-7	3	-7	-11[20 µM]	-20	-1	COc1ccc(-c2cc3ccccc3oc2=O)cc1NC(=O)c1cccnc1
-6	3	-1	-11	6	4	-28	2	-1	CC(NC(=O)CCSCCC(=O)NC(C)c1ccccc1)c1ccccc1 (stereo not drawn)
-4	12	-7	22	0	3	-25[20 µM]	-21	8	CN(C)c1c([N+](=O)[O-])cc2[nH]c(=O)[nH]c2c1[N+](=O)[O-]

Part of the list above, as comma-separated lines:
mol,EBV gp42 block,Runt-SMMHC FRET,RBBP9 inh,m-calpain inh,p97 inhibitor,p47phox inh,Furin inh,TbHK1 inh,Runt-CBFb FRET
O=[N+]([O-])c1ccc(Nc2ccccc2)nc1,-10,-4,-9,10,7,2,-1,22,0
CC(=O)Nc1cc(C(F)(F)F)ccc1Oc1cccc(Br)c1,-11,-7,-6,-18,-2,5,-4[20 µM],-1,-2
O=C(Cn1nnc(N2CCCC2)n1)N/N=C/c1ccc(Cl)cc1,-9,-5,2,43,5,3,-17,-2,-1
CCOc1c(Cl)cc(C2NC(=O)NC(C)=C2C(=O)NCc2ccccc2)cc1OC (stereo not drawn),-9,0,0,5,-1,-6,-20[20 µM],-4,0
CC1CCCN(CCCOc2ccc([N+](=O)[O-])cc2)C1 (stereo not drawn),6,1,-9,26,-5,4,-13,-18,-2
COc1ccc(S(=O)(=O)N2CCOCC2)cc1NC(=O)CSc1nnc2c(n1)[nH]c1ccccc12,1,0,-13,-29,10,-46,-14,-17,1
CCOC(=O)N1CCC(NC(=O)CSCc2nc(-c3cccc(OC)c3)oc2C)CC1,-6,1,-4,-14,-3,-8,-30[20 µM],-2,-2
N#Cc1c2ccccc2nc2ccccc12,-15,98*,-5,-59,0,0,-13,-19,45
O=[N+]([O-])c1c(NCCCO)cc(Sc2nc3ccccc3s2)c2nonc12,12,-116,17*,-31,6,15,-18[20 µM],0,-5
CN(C)CCCNc1nc(-c2ccccc2)nc2ccccc12,-10,3,-3,16,-4,-17,-8,-6,0
Cc1cccc(NC(=O)CC23CC4CC(C2)CC(n2nnc(C)n2)(C4)C3)c1,-10,3,-1,23,0,-15,-2,29,2
CC(C)c1ccc(NC(=O)C(c2ccccc2)N2CCOCC2)cc1 (stereo not drawn),-11,4,x,7,x,2,-14,-2,-3
CC(C)(C)NC(=O)NC(=O)CN1CCCc2ccccc21,-2,-2,-3,10,1,-7,-20,6,-2
Cc1ccc(-n2cnnn2)cc1Cl,-9,0,-3,-25,1,4,-22,-10,-2
COc1ccc(-c2cc3ccccc3oc2=O)cc1NC(=O)c1cccnc1,-19,5,3,-7,3,-7,-11[20 µM],-20,-1
CC(NC(=O)CCSCCC(=O)NC(C)c1ccccc1)c1ccccc1 (stereo not drawn),-6,3,-1,-11,6,4,-28,2,-1
CN(C)c1c([N+](=O)[O-])cc2[nH]c(=O)[nH]c2c1[N+](=O)[O-],-4,12,-7,22,0,3,-25[20 µM],-21,8

Other results:
EBV gp42 block	Runt-SMMHC FRET	RBBP9 inh	m-calpain inh	p97 inhibitor	p47phox inh	Furin inh	TbHK1 inh	Runt-CBFb FRET	molecule
1	0	-4	-2	-3	-3	1	-3	-1	O=C(CN1CCN(Cc2ccc(Cl)cc2)C1=O)NCCN1CCCC1
-10	-4	0	12	3	-7	-17	-6	0	CC12CCC(C/C1=N/O)C2(C)C (stereo not drawn)
14	1	-9	11	-7	1	-1	30	-2	Cc1nn(Cc2ccc(Cl)cc2)c(Cl)c1/C=N/NC(=O)c1cccnc1
-16	0	-6	28	-7	-16	-27	4	2	N#Cc1nc(COc2cccc(Cl)c2)oc1NCc1ccco1
-9	-1	-5	-13	-2	-18	-5	6	0	O=C(CC(c1ccccc1)c1ccccc1)Nc1ncn[nH]1
-18	5	2	16	5	5	-4[20 µM]	-10	-2	Cc1cccc(NC(=O)C2CCN(S(=O)(=O)c3cccs3)CC2)n1
0	3	-8	-26	1	-12	-9[20 µM]	-2	0	Cc1cc(C)c(-c2cc(NC(=O)CSc3n[nH]c(N)n3)n(-c3ccccc3)n2)cc1C
-17	2	-4	13	-2	-18	-7[20 µM]	-5	0	Cc1onc(-c2ccccc2Cl)c1C(=O)N1CCN(c2ccccc2)CC1

Outcome played no part in choosing rows (roughly 2.7% active in at least one column).
